From PubChem
AGP1-GFP MLPCN: modulators of TOR pathway AGP1-GFP in S. cerevisiae; S. cerevisiae AGP1-GFP multiplex flow cytometry, 3 h; GFP as percent of DMSO wells; GFP response vs DMSO, % at 10 µM; 320,000 compounds, 0.02% hits; AID 2066;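 active means GFP response relative to DMSO above a set limit, near screen average plus 3 SD, cut at about 150% in these data; inconclusive means fewer than 70 cells counted for the yeast strain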;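 further: median GFP channel fluorescence of the gated AGP1 strain per well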
VLA-4 inh: inhibition in a human VLA-4 binding assay | P13612 | VLA-4 expressing cells, ligand binding flow cytometry | inhibition, % (about 7 µM as worked out from the volumes in the protocol) | 330,000 compounds, 0.2% hits; in the data active means inhibition above about 50%
Target sequence (P13612 whole entry, looked up): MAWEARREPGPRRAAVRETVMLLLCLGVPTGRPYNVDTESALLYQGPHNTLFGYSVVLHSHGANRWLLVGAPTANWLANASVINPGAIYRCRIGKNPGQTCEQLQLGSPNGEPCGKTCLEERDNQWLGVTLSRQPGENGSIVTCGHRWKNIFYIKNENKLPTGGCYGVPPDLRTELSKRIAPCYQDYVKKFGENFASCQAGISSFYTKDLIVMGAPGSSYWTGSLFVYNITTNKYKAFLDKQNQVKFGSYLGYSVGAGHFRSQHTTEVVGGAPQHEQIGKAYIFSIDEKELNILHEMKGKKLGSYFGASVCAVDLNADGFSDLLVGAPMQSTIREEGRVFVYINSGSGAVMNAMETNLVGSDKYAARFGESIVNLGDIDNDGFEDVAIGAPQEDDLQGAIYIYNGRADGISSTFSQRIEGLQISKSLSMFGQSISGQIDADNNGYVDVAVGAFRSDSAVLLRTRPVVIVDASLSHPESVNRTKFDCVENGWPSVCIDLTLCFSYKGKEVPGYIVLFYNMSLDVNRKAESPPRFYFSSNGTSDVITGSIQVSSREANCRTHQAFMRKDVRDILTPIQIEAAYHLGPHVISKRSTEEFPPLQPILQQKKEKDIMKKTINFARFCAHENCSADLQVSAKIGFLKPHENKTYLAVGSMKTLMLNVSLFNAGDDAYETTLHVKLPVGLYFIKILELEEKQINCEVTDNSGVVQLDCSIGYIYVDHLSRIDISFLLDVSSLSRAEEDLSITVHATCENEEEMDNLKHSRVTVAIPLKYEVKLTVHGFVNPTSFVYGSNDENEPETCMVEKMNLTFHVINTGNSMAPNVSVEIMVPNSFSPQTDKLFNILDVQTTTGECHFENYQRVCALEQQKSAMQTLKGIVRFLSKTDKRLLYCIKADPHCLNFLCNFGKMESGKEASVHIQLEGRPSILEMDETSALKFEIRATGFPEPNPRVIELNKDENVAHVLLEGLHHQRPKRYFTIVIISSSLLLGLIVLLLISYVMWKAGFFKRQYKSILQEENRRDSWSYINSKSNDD
MCL1-BIM inh: inhibitors of human MCL1 binding to BIM-BH3 peptide. inhibition, % at 10.9 µM. 320,000 compounds, 0.68% hits. Q07820. GST-MCL1 / FITC-Bim-BH3 fluorescence polarization;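 active means inhibition above the mean inhibition of all tested compounds plus 3 SD, set per campaign, cut at about 40% in these data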;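 further: 0% = DMSO wells and 100% = unlabeled Bim-BH3 peptide control; higher means more loss of mP so more displacement of Bim peptide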
BCLXL inh: blocks human Bcl-xL binding to Bim BH3 peptide; GST-Bcl-xL / FITC-Bim BH3 peptide fluorescence polarization; inhibition, % at 10.9 µM; Q07817; 320,000 compounds, 0.7% hits; AID 2129;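 active means inhibition above the mean of all tested compounds plus 3 SD, cutoff set per campaign, cut at about 30% in these data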;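 further: 0% = DMSO wells and 100% = unlabeled Bim-BH3 peptide competitor; inhibitors lower millipolarization by displacing the labeled peptide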
Yeast superoxide: lowers age-related superoxide in aged yeast cells; S. cerevisiae aged cells, superoxide DHE fluorescence; hits give low values; superoxide response (% of plate mean), % at 10 µM; 330,000 compounds, 0.18% hits;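 active means superoxide response under a set limit, about three screen SD below normal, cut at about 65% in these data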;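 further: yeast aged for seven days with compound at 30 °C before DHE staining; 100% = average MFI of all compound-treated wells on the plate with controls excluded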
CIT2 TOR yeast: alters CIT2-GFP fluorescence in TOR pathway yeast screen; S. cerevisiae CIT2-GFP strain, flow cytometry, 3 h; 100 means same as DMSO wells; GFP response vs DMSO, % at 10 µM; 320,000 compounds, 0.065% hits;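 active means GFP response relative to DMSO above a set limit, near the screen mean plus 3 SD, cut at about 150% in these data; inconclusive means Fewer than 70 cells measured for a yeast strain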;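 further: ratio of well median GFP fluorescence to mean of DMSO wells on the plate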
MEX-5 binding: C. elegans MEX-5 TCR-2 RNA binding activity | Q9XUB2 | AID 1832 | MEX-5/FITC-TCR2 RNA binding, fluorescence polarization; hits give low values | 300,000 compounds, 0.38% hits | activity score (negative = inhibition of binding), % at 10 µM;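 active means inhibition past about -25% in most replicates, and total fluorescence under double the plate's negative control median, limit read from the data; inconclusive means replicates evenly split on the limit, or fluorescence at least double controls; inactive means too little inhibition in most replicates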;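 further: 0% = DMSO and -100% = 5 µM competing unlabeled TCR2 RNA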
GRK2 aptamer HTS: inhibitors of human GRK2 displacing RNA aptamer | P25098 | bead flow cytometry, FAM-aptamer displacement from GRK2 | inhibition of aptamer binding, % at 10 µM | 330,000 compounds, 0.59% hits;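 active means inhibition of aptamer binding above 40%, roughly 3 SD of noise, on plates passing a quality check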;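 further: median bead fluorescence of bound FAM aptamer so fluorescent compounds give negative values; no value below 0 was filed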
GLD-1 TGE inh: GLD-1-TGE RNA interaction inhibition (C. elegans); Q17339; purified GLD-1 + fluorescein TGE RNA, fluorescence polarization; inhibition, % at 5.96 µM; 320,000 compounds, 0.44% hits; AID 2280;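 active means percent inhibition above a per-plate cutoff, the plate mean of test compounds plus 3 SD, cut at about 30% in these data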;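 further: 0% = DMSO wells with GLD-1 and probe and 100% = wells lacking GLD-1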
The depositor's hits bear a star; i = inactive; ? = inconclusive; . = not tested or not shown; & = joins results of further samples; [ ] = another dose, or the depositor's remark. Rows were taken by chance; 2.1% or so of the library scored in one or more.

Fields: VLA-4 inh	GLD-1 TGE inh	BCLXL inh	Yeast superoxide	AGP1-GFP MLPCN	MCL1-BIM inh	GRK2 aptamer HTS	CIT2 TOR yeast	MEX-5 binding
> O=C(CNC(=O)c1ccccc1Br)N/N=C/c1ccco1
→ -3	0	-7	91	28[may fluoresce violet]	-3	2	?	-0.1
> O=C(c1ccc(Oc2cc(Cl)cc(Cl)c2)o1)N1CCCCC1
→ 21	-4	5	88	98	-2	0	100	0.7
> Cc1nc(-c2ccccc2)sc1C1(C)CC(c2cccc([N+](=O)[O-])c2)=NO1 (centres undefined)
→ -6	1	5	103	89	16	0	84	-1.7
> CCNC(=O)NC(=O)CSc1ccc(S(=O)(=O)N(C)C2CCCCC2)cn1
→ 5	4	6	101	105	7	1	105	.
> CCCOc1ccc(C2CC(=O)NC2=O)cc1 (centres undefined)
→ -11	-4	3	100	100	2	1	99	-0.4
> Cc1ccc(CNC(=O)c2ccc(N3CCCC3=O)cc2)cc1
→ 4	0	-15	81	95	-9	0	102	0.9
> CCOc1ccccc1CN1CCC(Oc2cccc(C(=O)NCCOC)c2)CC1
→ -4	3	3	98	104	5	1	99	-2.5
> COc1cccc(-n2c(C)nn(C)c2=O)c1
→ -9	-2	0	94	102	-4	1	103	0.5
> CCOC(=O)c1cc(-c2ccccc2)sc1NC(=O)CC(C)C
→ -10	2	4	93	109	0	2	105	-1.3
> O=C1CC(c2ccccc2)CC(O)=C1C=Nc1ccccc1 (centres undefined)
→ 8	2	-5	88	98	-8	2	86	-1.0
> O=C1CN(C(=O)COC(=O)COc2ccc3c(c2)CCC3)c2ccccc2N1
→ 4	2	4	99	102	-3	1	99	-1.0
> Cc1ccc(C(=O)COC(=O)c2ccccc2N2C(=O)C3C4CCC(C4)C3C2=O)cc1C (centres undefined)
→ -2	8	7	108	103	3	0	106	0.0
> Cc1cnc(C(=O)N2CCN(S(=O)(=O)c3ccc4ccccc4c3)CC2)cn1
→ 36	-3	-6	105	100	-11	0	101	-0.1
> COc1ccc(Br)c(C(=O)NC2CCCC2)c1
→ 10	5	1	84	95	-3	3	77	-4.5
> COc1ccccc1NC1=NCC(=O)N1Cc1ccccc1
→ -4	-3	2	105	102	4	0	102	1.8
> O=C(CNC(=O)c1ccccc1F)OC(C(=O)Nc1cc(C(F)(F)F)ccc1Cl)c1ccccc1 (centres undefined)
→ -30	-1	4	101	116	1	1	105	-2.4
> Cc1cc(NC(=O)c2cc3ncc(Br)cn3n2)no1
→ 4	-1	10	101	95	11	3	94	-1.8
> CC(=O)Nc1ccc(NC(=O)/C=C/c2ccc3c(c2)OCO3)cc1
→ -4	8	-1	99	100	-9	0	100	1.2
> COc1ccc(OC)c(-c2csc(NC(=O)CSCC(=O)Nc3cc(C)on3)n2)c1
→ 3	6	5	103	94	13	0	83	.
> Cc1ccc(NC(=O)Nc2ccno2)cc1
→ 5	-1	-4	116	98	2	4	101	.
> O=C(NNc1cccc(Cl)n1)Nc1cccc(Cl)c1
→ -16	1	-4	115	85	1	1	86	-0.9
> CC(=O)c1ccccc1C(=O)N1CCCC(N2CCN(Cc3ccc4c(c3)OCO4)CC2)C1 (centres undefined)
→ 8	-20	0	97	94	3	0	92	-1.0
> COCCNc1nc(-c2ccc(OC)cc2)c(-c2ccc(OC)cc2)s1
→ 15	-1	6	101	85	-1	0	100	1.5
> Cc1cc(C(=O)N/N=C/c2ccc(-c3cccc(Br)c3)o2)n[nH]1
→ -4	1	4	104	104	-1	1	92	-1.9
> CCOC(=O)Cc1csc(NC(=O)Nc2ccc(Cl)cc2)n1
→ 0	2	9	119	102	-5	0	100	1.8
> CCCC(c1nnnn1Cc1cccs1)N1CCN(c2ccc(OC)cc2)CC1 (centres undefined)
→ 9	5	8	97	86	0	0	75	0.0
> Cc1ccc(C)c(OCCC(=O)N2CCN(S(=O)(=O)c3ccc([N+](=O)[O-])cc3)CC2)c1
→ -7	12	6	116	96	8	1	91	.
> CCc1c(C)nc(N2CCN(c3ccccc3)CC2)[nH]c1=O
→ -17	-5	3	94	93	-7	2	95	-1.3
> CC1CCCCC1NC(=O)C1CCCN(S(=O)(=O)c2ccc(-n3cnnn3)cc2)C1 (centres undefined)
→ 10	-2	5	109	100	6	0	101	0.3
> O=C1c2ccccc2NC(c2ccccc2F)N1NS(=O)(=O)c1ccccc1 (centres undefined)
→ 4	3	-1	92	93	4	0	95	-0.6
> CC(=O)NNC(=O)c1sc(=S)n2c1[nH]c(=O)c1sccc12
→ -3	3	9	90	100	26	2	100	-49*
> CCC(C(=O)NC(C)(C)C)N(C(=O)Cn1nnc(-c2cccs2)n1)c1cnc2ccccc2c1 (centres undefined)
→ 8	0	1	111	103	-7	1	102	-0.3
> CN(C=[N+](C)C)c1cccc2c1C(=O)c1ccccc1C2=O
→ 12	18	35*	134	100	38	0	98	-28*
> CC1CN(Cc2nc3c(c(=O)[nH]c(=O)n3C)n2CC(N)=O)CC(C)O1 (centres undefined)
→ 21	8	1	98	104	-5	0	102	-0.4
> CN(Cc1ccccc1Br)C(=O)CN1C(=O)NC2(CCCCCC2)C1=O
→ 4	-4	-2	106	105	-11	0	102	.
> CCNC(=O)c1c(O)c2c([nH]c1=O)CCCC2
→ -2	-1	6	95	104	-3	0	95	-0.9
> COc1ccc(C/C(C)=N/NC(=S)Nc2ccccc2F)cc1
→ -1	3	-5	90	106	0	2	102	0.6
> O=S(=O)(c1ccccc1)c1cnc(-c2cccnc2)nc1-c1ccc(Cl)c(Cl)c1
→ -6	-4	5	98	96	5	1	110	2.2
> COc1ccc(CN(C)C(=O)c2cc(S(=O)(=O)NCc3ccccc3)ccc2C)c(OC)c1
→ -3	2	4	90	98	4	0	99	.
> O=[N+]([O-])c1ccc(O)c(/C=N/Nc2ccccc2[N+](=O)[O-])c1
→ 14	2	3	93	101	8	0	104	-2.1
> CCCCN1CC[C@H]2C=CC[C@@H](C(=O)Nc3ccc(Cl)cc3Cl)[C@H]2C1=O
→ -23	9	6	95	95	0	1	89	1.7
> CCC(=O)OCC(=O)Nc1ccc2c(c1)OCO2
→ 1	1	5	109	93	-1	3	89	-3.6
> COc1ccc(CNn2c(-c3cccc(C)c3)nc3ccccc3c2=O)cc1OC
→ 5	-6	-6	91	94	-10	2	92	-0.2
> COc1ccc(NC(=O)CC(=O)Nc2ccc(OC)cc2)cc1
→ 22	10	7	99	107	3	0	93	1.2
> O=C(NC(=S)Nc1ccccc1Br)C1CCCCC1
→ -10	4	.	88	96	.	0	105	.
> Cc1ccccc1NC(=O)COC(=O)c1ccccc1SCC(=O)N1CCCC1
→ 1	2	4	112	101	11	0	104	0.0
> COc1cc(C(=O)OCC(=O)Nc2cccc(S(=O)(=O)N3CCCC3)c2)ccc1OCC(C)C
→ 12	6	3	98	101	-2	1	104	-1.4
> O=C(NCc1ccccn1)c1ccc(NS(=O)(=O)c2cccc(Cl)c2)cc1
→ 8	.	.	117	67	.	0	100	-3.4
> O=C(NCCN1CCOCC1)C(=O)NCC1OCCCN1S(=O)(=O)c1ccc(F)cc1 (centres undefined)
→ 3	7	5	102	95	3	1	98	0.0
> Cc1nn(-c2ccccc2)c(Cl)c1C(=O)N1CCN(c2ncnc3c2cnn3-c2ccccc2)CC1
→ 16	3	3	103	100	2	3	92	-0.5
> O=C(C(=O)N1CCCc2ccccc21)c1cn(CC(=O)N2CCOCC2)c2ccccc12
→ -4	4	6	108	99	7	1	94	.
> CC(=O)Oc1ccc(/C=N/NS(=O)(=O)c2ccc(C)cc2)c(OC(C)=O)c1
→ 13	-1	-7	103	98	-5	2	105	0.5
> Cc1csc(NC(=O)CCSCCc2ccccn2)n1
→ -6	0	3	90	106	3	1	107	0.7
> Cc1c(NC(=O)c2ccccc2F)c(=O)n(-c2ccccc2)n1C
→ 2	2	0	89	105	0	4	92	-4.1
> O=S(=O)(Nc1nc(-c2ccccc2)cs1)c1cc(Cl)ccc1Cl
→ -4	-3	11	104	86	10	0	92	0.5
> COc1ccc(CN2CCCC(C(=O)Nc3cccc(-n4cnnn4)c3)C2)c(C)c1C (centres undefined)
→ 3	-1	2	109	96	1	0	90	.
> CCN(CC)C(=O)c1cn(C)c2ccc(S(=O)(=O)N(CC)CC)cc2c1=O
→ 3	-4	2	110	103	2	1	99	1.6
> C1=C(CCNC2=NCCCCC2)CCCC1
→ 9	3	5	86	96	1	0	90	-3.3
> O=S(=O)(c1ccc(S(=O)(=O)N2CCCC3(CCCCC3)C2)cc1)N1CCCCC1
→ 14	5	3	88	104	4	3	106	1.0
> O=[N+]([O-])c1cccc(S(=O)(=O)NCCOc2cccc3cccnc23)c1
→ 0	3	3	111	90	3	0	86	1.5

Going on with the list.
Fields: VLA-4 inh	GLD-1 TGE inh	BCLXL inh	Yeast superoxide	AGP1-GFP MLPCN	MCL1-BIM inh	GRK2 aptamer HTS	CIT2 TOR yeast	MEX-5 binding
> Cc1cccc(N2CCN(CC(O)COc3ccccc3Cl)CC2)c1 (centres undefined)
→ 1	-2	0	100	101	-6	3	111	-2.6
> COc1ccc(-c2cc(=O)[nH]c3ccccc23)cc1
→ 31	-1	5	129	103	5	3	111	.
> O=C(CCc1nnc2ccc(NCCCN3CCCC3=O)nn12)NCc1ccccc1Cl
→ 6	7	5	96	97	5	1	99	0.0
> COc1ccc2[nH]c(C(=O)O)c(NS(=O)(=O)c3ccc(C)c(C)c3)c2c1
→ 2	6	9	84	97	11	5	107	-2.9
> CC(/C=N/NC(=O)c1c(Br)cnn1C)=C\c1ccccc1
→ 17	-6	5	94	92	5	0	85	-3.6
> CC1C(=O)N2CCCc3cc(NC(=O)c4ccccc4Br)cc1c32 (centres undefined)
→ 3	7	5	100	114	-2	0	109	0.6
> CCC(CC(C)(C)O)C(=O)NNC(=S)Nc1ccccc1 (centres undefined)
→ 0	1	3	75	106	-5	0	103	-1.5
> CC(C)(C)c1ccc(C(=O)N2CCCC2c2cccs2)cc1 (centres undefined)
→ 5	-4	9	108	98	9	5	90	0.5
> CCOC(=O)c1c(C)oc(NC(=O)CCl)c1C(=O)OCC
→ 16	1	4	104	102	2	4	102	0.2
> O=C(Cn1nc(Cl)nc1Cl)c1cc2ccccc2oc1=O
→ 4	7	8	107	106	2	0	108	-0.6
> O=C(c1cnn2cccnc12)N1CCN(c2ccccc2)CC1
→ 0	-7	3	127	93	-1	1	98	1.7
> CCCn1c(N)c(C(=O)CSc2nnc3n2CCCCC3)c(=O)[nH]c1=O
→ 11	7	-7	110	98	-11	0	91	.
> CC1(C)Cc2c(C#N)c(OCC(=O)c3ccc(Cl)cc3)nc(-c3ccoc3)c2CO1
→ 2	3	4	104	99	-1	0	101	-3.8
> Cc1ccc(C)c(NC2=NCC(=O)N2c2ccc3c(c2)OCCO3)c1
→ i	4	1	98	109	3	5	99	1.1
> COc1ccc(Cc2nnc(SCC(=O)N3CCN(c4ccccc4)CC3)o2)cc1
→ -2	3	4	113	96	3	1	100	0.0
> O=C(CCl)NNc1nc(-c2ccccc2)c2cc(Cl)ccc2n1
→ 8	.	.	100	80	.	1	102	-1.4
> CCO/C([O-])=N/c1c[n+](N2CCOCC2)no1
→ 7&2	-3&2	8&-1	103&97	94&93	3&-4	5&1	96&86	-0.4
